HCV NS3 hel inh – inhibitors of Hepatitis C virus NS3 helicase; NS3 helicase DNA unwinding, Cy5 molecular beacon fluorescence; actives 0.56% (n = 290,000); inhibition, % at 10.9 µM;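 active means inhibition above the mean of all tested compounds plus 3 SD, set per campaign, cut at about 35% in these data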;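 further: 0% = DMSO wells and 100% = thioflavine S control wells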
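Control set: DMSO versus 110 µM thioflavine S; Material: NS3 helicase fragment of HCV; Measured by: Cy5 fluorescence at 0 and 60 min, beacon hairpin quenching; Read-out basis: percent inhibition from t60/t0 fluorescence ratio; Times: reaction time 60 min, 25 °C; Repeats: single replicate; Compound dosing: single dose, 10.9 µM nominal final, DMSO 0.8% final.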
VIM-2 inh – inhibitors of Pseudomonas aeruginosa VIM-2 metallo-beta-lactamase. purified VIM-2, nitrocefin hydrolysis, epi-absorbance fluorescence. inhibition, % at 5.6 µM. actives 0.89% (n = 290,000). AID 1527;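 active means inhibition above the mean of all tested compounds plus 3 SD, cutoff set per screening run, cut at about 7.5% in these data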;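 further: red hydrolysis product quenches plate fluorescence so inhibitors raise well fluorescence; 0% = enzyme with DMSO and 100% = DMSO without enzyme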
MEKK2mut PB1 HTS – signal of MEK5 binding to mutant human MEKK2 PB1 domain | bead flow cytometry, Alexa488-MEK5 binding to MEKK2 mutant | percent response, % at 10 µM | actives 0.35% (n = 290,000); in the data active means percent response above about 24%, passing the limit was not always enough; further: inactives centre near 1; some results filed as inactive read as strong as hits
DNA FID counter – displaces DNA intercalator in HCV helicase counter-screen | DNA fluorescent intercalator displacement, fluorescence | inhibition, % at 7.9 µM | actives 0.17% (n = 290,000); in the data active means inhibition above about 37%;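 further: 0% = vehicle and 100% = reference compound; higher means more ethidium bromide displaced from hairpin DNA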
PfM18AAP inh – PfM18AAP enzyme inhibition. recombinant PfM18AAP, H-Glu-NHMec fluorogenic cleavage. actives 1.2% (n = 290,000). inhibition, % at 7.35 µM. AID 1822;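 active means inhibition above the campaign mean inhibition over all tested compounds plus 3 SD, cut at about 28% in these data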;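 further: 0% = plate median of test compound wells and 100% = 2 mM ZnCl2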
NALP1 yeast inh – inhibitors of NALP1 inflammasome in yeast. S. cerevisiae NALP1/ASC/caspase-1 growth, X-gal OD620, 72 h. inhibition, % at 10 µM. AID 2071. actives 0.61% (n = 280,000); in the data active means inhibition mostly above about 24%, no sharp cut-off; inactive means mostly below about 32%; further: some compounds called inactive have numbers as strong as hits
UBC9 SUMO inh – SUMOylation inhibition. P63279. HTRF SUMOylation assay, SAE1/SAE2 + UBC9, in vitro. inhibition, % at 35 µM. actives 0.36% (n = 290,000). AID 2006; in the data active means inhibition above about 50%, passing the limit was not always enough; inconclusive means no clear call, values can overlap the other calls; further: strong numbers were not always called active
Target sequence (P63279 whole entry, looked up): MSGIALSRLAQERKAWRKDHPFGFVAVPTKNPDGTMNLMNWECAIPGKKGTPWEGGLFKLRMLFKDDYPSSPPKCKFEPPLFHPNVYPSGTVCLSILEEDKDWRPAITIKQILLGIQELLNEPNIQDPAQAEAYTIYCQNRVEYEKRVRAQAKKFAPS
IMP-1 inhibitor – blocks Pseudomonas aeruginosa IMP-1 metallo-beta-lactamase; purified IMP-1, nitrocefin hydrolysis, epi-absorbance fluorescence; inhibition, % at 5.6 µM; actives 0.45% (n = 290,000);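 active means inhibition above the mean plus 3 SD of all compounds in the same screening run, cut at about 4.5% in these data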;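 further: 0% = IMP-1 with DMSO and 100% = DMSO wells lacking enzyme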
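Test system: recombinant IMP-1 enzyme, purified / Medium: HEPES buffer pH 7.1 with ZnSO4 and Brij 35 / Doses: single dose, 5.6 µM / Times: 25 °C, 15 min preincubation, 25 min reaction / Detection: Epi-absorbance via hydrolysed-nitrocefin quenching of white-plate fluorescence, 480/530 nm, EDTA stop / Evaluation: percent inhibition from optical density relative to buffer-blank wells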
MEKK2 WT-MEK5 – raises or lowers MEK5 binding to wildtype human MEKK2 PB1 domain; Q9Y2U5; bead flow cytometry, Alexa488-MEK5 binding to MEKK2 WT; actives lie on both sides; binding response (% of control), % at 10 µM; actives 1.1% (n = 290,000); in the data active means binding response below about 67% or above about 130%; inconclusive means no clear call, values can overlap the other calls; inactive means in between
An asterisk follows results filed as active; u = inconclusive; x = not tested or not shown.

molecule	HCV NS3 hel inh	VIM-2 inh	MEKK2mut PB1 HTS	DNA FID counter	PfM18AAP inh	NALP1 yeast inh	UBC9 SUMO inh	IMP-1 inhibitor	MEKK2 WT-MEK5
COc1ccc(OC)c(S(=O)(=O)N(C)CC(=O)N2CCN(c3cccc(Cl)c3)CC2)c1	3	-3.1	5	-32	5	35	2	-2.7	101
CC(CCc1ccccc1)NC(=O)C(=O)NCc1ccccc1 (stereo not drawn)	3	-0.7	-1	-5	1	33	15	-2.6	105
CC1CCCCN1S(=O)(=O)c1ccc(C(=O)Nc2nnc(-c3ccco3)o2)cc1 (stereo not drawn)	11	-4.6	0	-64	4	-1	10	-0.8	99
O=C1CS/C(=N/N=C/c2cccs2)N1Cc1ccc(F)cc1	-1	-3.8	-4	-8	2	x	-19	-3.6	96
Cc1cc(C)nc(NS(=O)(=O)c2ccc(N/C=C\C(=O)c3cccs3)cc2)n1	-3	0.0	-1	-8	-3	7	13	-0.3	100
CCCn1c(SCC(=O)NC2CCCCC2)nnc1-c1ccccn1	2	-2.1	-7	-21	1	8	-13	-2.6	94
Cc1cccc(C)c1OCC(O)CN(Cc1ccccc1O)C1CCCCC1 (stereo not drawn)	-6	-0.2	0	3	-4	10	-3	-1.7	104
C=CCOC(=O)C1=C[C@@H](c2csc3ccccc23)C[C@@H](OCc2ccc(CO)cc2)O1	-7	-1.1	-5	-24	1	-16	-5	1.4	u
O=C(NC1(C(F)(F)F)N=C2SCCN2C1=O)c1ccccc1 (stereo not drawn)	5	1.1	-2	-11	-9	5	-24	-1.2	98
COc1ccc(/C=N/NC(=O)Cc2csc(Nc3cccc(C(F)(F)F)c3)n2)cc1C	7	-3.0	-4	-10	-3	14	-18	-4.1	91
CN1CCCN(S(=O)(=O)c2ccc3c(c2)OCCO3)CC1	2	-2.0	-1	3	-5	0	16	-0.6	99
COc1ccccc1Oc1coc2cc(OC(=O)N3CCOCC3)ccc2c1=O	-5	-0.6	-3	-28	2	26	26	-3.5	93
CCOc1cccc(C2C(C(=O)c3ccc(C)o3)=C(O)C(=O)N2Cc2ccncc2)c1 (stereo not drawn)	9	4.8	1	-30	-29	9	12	1.9	106
COCC(C)NC(=O)C(C)N1c2cccc3cccc(c23)S1(=O)=O (stereo not drawn)	11	1.7	-2	-17	11	12	8	0.1	100
CCc1ccc(CNC(=O)C2CCC(=O)N2C2CCCCC2)cc1 (stereo not drawn)	-5	-2.0	-4	-16	-6	19	9	-2.3	101

Carrying on.
molecule	HCV NS3 hel inh	VIM-2 inh	MEKK2mut PB1 HTS	DNA FID counter	PfM18AAP inh	NALP1 yeast inh	UBC9 SUMO inh	IMP-1 inhibitor	MEKK2 WT-MEK5
COc1cc(C(=O)Nc2cccc(S(=O)(=O)N3CCCC3)c2)cc(OC)c1C	3	-2.9	x	-22	1	-11	16	-0.5	x
CCOC(=O)c1cc2occc2n1CC(=O)N1CCOCC1	-5	-4.4	3	-4	4	0	28	-3.1	95
COc1ccc(S(=O)(=O)N2CCCOC2CNC(=O)C(=O)NCc2cccnc2)cc1 (stereo not drawn)	-4	-2.3	6	-12	4	5	-15	-0.8	105
CCN(CC)C(=O)COc1ccc(CC(=O)O)cc1OC	0	-2.5	-1	1	8	9	-23	-5.3	105
Cc1ccc(/C(N)=N/OC(=O)CSc2ccccc2)cc1	-5	0.6	0	0	-11	10	9	-2.1	104
CC1(C)CC(=O)C2=C(C1)N=C1c3ccccc3C(=O)C1C2c1ccc(Cl)cc1 (stereo not drawn)	-2	-0.4	10	-2	-8	24	-21	-3.8	99
Cc1cc(C)cc(OCc2nc3ncc(Br)cc3[nH]2)c1	0	-0.1	-2	1	-13	x	x	-5.3	96
NC(=O)COC(=O)C1c2ccccc2Oc2ccccc21	8	-1.5	2	-19	2	-21	3	-2.0	99
CCN(CC)C(=O)Oc1cc(=O)n2c3c(cccc13)CCC2	-10	-0.9	-1	-19	5	28	29	-1.7	95
O=C(Nc1cccc(S(=O)(=O)N2CCCCC2)c1)c1ccccn1	-3	-1.1	1	-7	-5	3	-15	-2.6	103
COCCN(CC(=O)NC1CCCCC1)C(=O)/C=C/C(=O)c1ccc(OC)cc1O	2	-3.0	3	-28	-3	-7	4	-3.9	100
CC(=O)N1C(=O)N(C(C)=O)C2C1N(C)C(=O)N2C(C)=O (stereo not drawn)	-9	-0.3	-10	1	-14	5	-3	-1.3	103
CCc1nn(CC(=O)N2CCN(c3cc(C)ccc3C)CC2)c(=O)c2cc3occc3n12	-3	-6.8	2	-21	-6	-12	7	-3.9	98
CCOc1ccc2[nH]c3c(NCCc4ccc(OC)c(OC)c4)ncnc3c2c1	-17	-0.1	-3	14	-2	x	-2	0.7	110
Cc1ccc(Cl)cc1N(CC(=O)NCc1ccc2c(c1)OCO2)S(C)(=O)=O	-4	-2.8	10	-8	-1	1	4	-1.4	109

(continued)
molecule	HCV NS3 hel inh	VIM-2 inh	MEKK2mut PB1 HTS	DNA FID counter	PfM18AAP inh	NALP1 yeast inh	UBC9 SUMO inh	IMP-1 inhibitor	MEKK2 WT-MEK5
COc1cccc(Oc2cnc(N)nc2-c2ccc(OC)cc2O)c1	-16	0.8	-3	-9	-6	-8	-4	-1.1	90
O=C(/C=C/c1ccc(F)cc1)NCC1(c2ccccc2)CCOCC1	4	-2.7	-3	-32	-7	32	2	-2.5	89
COc1cccc(NC(=O)N2CCCC2C(=O)NC2CCCC2)c1 (stereo not drawn)	12	-3.2	4	-3	-3	6	6	-3.0	100
COc1ccc(C=NCC2OCCc3ccccc32)cc1OC (stereo not drawn)	0	-2.6	3	0	-1	18	3	-1.4	108
CC1(NC(=S)N(CCO)CCO)CCS(=O)(=O)C1 (stereo not drawn)	4	0.9	0	0	1	14	0	-0.9	101
O=C(CCN1CCN(c2ccccc2)CC1)NNC(=S)Nc1ccccc1Cl	11	-2.9	2	-20	14	-1	-8	-4.3	104
COc1ccc(Cc2nnc(NC(=O)Nc3ccccc3F)s2)cc1	-18	-1.4	2	-10	2	5	13	-4.5	99
COc1ccc(NC(=O)CNC(=O)N2CC(=O)Nc3ccccc32)cc1OC	-6	-2.2	2	-6	-6	9	6	-2.7	97
CC(C)C(CCNC(=O)CC(Cc1ccccc1)c1ccco1)c1ccco1 (stereo not drawn)	28	0.0	-4	-28	-3	2	31	2.2	96
CCOCCc1c(O)nc(SCC)[nH]c1=O	1	-2.7	2	2	-2	x	26	-3.1	100
CC(C)CCOc1ccc(C(CC(N)=O)C(=O)O)cc1 (stereo not drawn)	3	-2.0	-4	-2	-3	3	5	-3.2	97
C/C(=N/NC(=O)CNC(=O)C1COc2ccccc2O1)c1ccc([N+](=O)[O-])cc1 (stereo not drawn)	12	-1.3	-1	-5	-3	2	13	-1.9	99
CCOc1ccc(CNC(=O)C2CCN(c3nn4c(=O)cc(C)nc4s3)CC2)cc1	-11	-0.6	0	-43	1	3	15	-3.1	101
COCCNc1nnc(Cc2ccccc2)c(=O)[nH]1	-2	0.1	3	-2	-2	10	-31	-0.8	104
Cc1noc(C)c1S(=O)(=O)N(Cc1ccccc1)C(C)C	7	-2.3	24	-12	-9	22	4	-1.7	119

(cont.)
molecule	HCV NS3 hel inh	VIM-2 inh	MEKK2mut PB1 HTS	DNA FID counter	PfM18AAP inh	NALP1 yeast inh	UBC9 SUMO inh	IMP-1 inhibitor	MEKK2 WT-MEK5
Cn1ccc(C(=O)Nc2cccnc2Cl)n1	6	-1.3	-1	2	-1	9	14	-0.4	98
Cc1cc2ccccn2c1C(=O)c1ccc(NN)c([N+](=O)[O-])c1	11	-1.6	-2	-4	6	12	-3	1.7	97
CCc1nc(SCC(=O)c2cccs2)c2oc3ccccc3c2n1	14	3.7	-5	-9	2	-3	-22	2.5	97
COc1cccc(C(=O)C2CCCN(Cc3ccc(OC)c(Cn4cncn4)c3)C2)c1 (stereo not drawn)	-4	-3.8	1	1	4	x	-2	-3.6	98
COc1c2ccoc2c(OC[C@@H](O)C(C)(C)OC)c2oc(=O)ccc12	-3	-3.6	5	-12	-6	18	1	-4.2	98
COc1ccc(C)cc1-n1nnnc1SCc1cc(=O)n2cc(C)ccc2n1	0	-0.4	-1	-6	3	-21	25	-2.0	95

Entries listed so far containing a furan ring, fused or not, in the order listed:
molecule	HCV NS3 hel inh	VIM-2 inh	MEKK2mut PB1 HTS	DNA FID counter	PfM18AAP inh	NALP1 yeast inh	UBC9 SUMO inh	IMP-1 inhibitor	MEKK2 WT-MEK5
CC1CCCCN1S(=O)(=O)c1ccc(C(=O)Nc2nnc(-c3ccco3)o2)cc1 (stereo not drawn)	11	-4.6	0	-64	4	-1	10	-0.8	99
CCOc1cccc(C2C(C(=O)c3ccc(C)o3)=C(O)C(=O)N2Cc2ccncc2)c1 (stereo not drawn)	9	4.8	1	-30	-29	9	12	1.9	106
CCOC(=O)c1cc2occc2n1CC(=O)N1CCOCC1	-5	-4.4	3	-4	4	0	28	-3.1	95
CCc1nn(CC(=O)N2CCN(c3cc(C)ccc3C)CC2)c(=O)c2cc3occc3n12	-3	-6.8	2	-21	-6	-12	7	-3.9	98
CC(C)C(CCNC(=O)CC(Cc1ccccc1)c1ccco1)c1ccco1 (stereo not drawn)	28	0.0	-4	-28	-3	2	31	2.2	96
CCc1nc(SCC(=O)c2cccs2)c2oc3ccccc3c2n1	14	3.7	-5	-9	2	-3	-22	2.5	97
COc1c2ccoc2c(OC[C@@H](O)C(C)(C)OC)c2oc(=O)ccc12	-3	-3.6	5	-12	-6	18	1	-4.2	98

An excerpt from above, reduced to PfM18AAP inh, IMP-1 inhibitor and DNA FID counter:
Molecule | PfM18AAP inh | IMP-1 inhibitor | DNA FID counter
COc1cccc(C(=O)C2CCCN(Cc3ccc(OC)c(Cn4cncn4)c3)C2)c1 (stereo not drawn) | 4 | -3.6 | 1
Cn1ccc(C(=O)Nc2cccnc2Cl)n1 | -1 | -0.4 | 2
